Assay outcomes from PubChem BioAssay.
APP 5UTR inh: APP translation inhibition | SH-SY5Y APP 5'UTR-luciferase reporter, luminescence | inhibition, % at 2 µM | 190,000 compounds, 0.82% hits | AID 1285;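 active = inhibition above a set limit, derived from the sample mean plus 3 SD, cut at about 45% in these data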; also: values of inactives mirror those of a sister screen read the other way
STAT3 inh: reduces IL-6 driven STAT3 reporter signal; AID 862; inhibition, % at 5.5 µM; U3A cells, IL-6 STAT3-luciferase reporter, luminescence; host cell line lacks STAT1; 190,000 compounds, 0.89% hits;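 active = inhibition above the mean inhibition across all screened compounds plus 3 SD, cut at about 44% in these data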;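 also: 0% = DMSO only wells and 100% = 100 µM nifuroxazide control wells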
STAT1 activator: STAT1 signaling activation | activation (% of control), % at 5.5 µM | NIH 3T3 STAT1-luciferase reporter, IFN-gamma, luminescence; 100% = IFN-gamma alone, no compound | 200,000 compounds, 2.6% hits;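 active = activation above the screen-wide mean activation plus 3 SD, cut at about 130% in these data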;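 also: raw ratio to IFN-gamma control signal so 100% means no change and 0% no light; values of inactives mirror those of a sister screen read the other way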
Hsp70 act: transcriptional activators of Hsp70. HeLa Hsp70 promoter luciferase reporter, luminescence; scaled: vehicle 0, proteasome-inhibitor control 100%. activation, % at 10 µM. 200,000 compounds, 0.04% hits. AID 1203;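 active = activation above the mean across all tested compounds plus 3 SD, cutoff set per campaign, cut at about 5.5% in these data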;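 also: 100% = MG132 at 30 µM as the positive control and 0% = DMSO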
APP 5'UTR act: APP 5'UTR luciferase reporter activation; SH-SY5Y APP 5'UTR luciferase reporter, luminescence; zero percent = DMSO vehicle wells; activation, % at 2 µM; 190,000 compounds, 1% hits;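 active = activation above a set limit, based on mean plus 3 SD of controls, cut at about 140% in these data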; also: values of inactives mirror those of a sister screen read the other way
FLuc inh counter: counter-screen for luciferase assay inhibitors: firefly luciferase inhibition. P08659. ATPLite firefly luciferase biochemical luminescence, 10 min. inhibition, % at 10 µM. 200,000 compounds, 1.5% hits. AID 1006;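 active = inhibition above about 50% when tested at 10 µM, limit read from the data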
Target sequence (P08659 whole entry, looked up): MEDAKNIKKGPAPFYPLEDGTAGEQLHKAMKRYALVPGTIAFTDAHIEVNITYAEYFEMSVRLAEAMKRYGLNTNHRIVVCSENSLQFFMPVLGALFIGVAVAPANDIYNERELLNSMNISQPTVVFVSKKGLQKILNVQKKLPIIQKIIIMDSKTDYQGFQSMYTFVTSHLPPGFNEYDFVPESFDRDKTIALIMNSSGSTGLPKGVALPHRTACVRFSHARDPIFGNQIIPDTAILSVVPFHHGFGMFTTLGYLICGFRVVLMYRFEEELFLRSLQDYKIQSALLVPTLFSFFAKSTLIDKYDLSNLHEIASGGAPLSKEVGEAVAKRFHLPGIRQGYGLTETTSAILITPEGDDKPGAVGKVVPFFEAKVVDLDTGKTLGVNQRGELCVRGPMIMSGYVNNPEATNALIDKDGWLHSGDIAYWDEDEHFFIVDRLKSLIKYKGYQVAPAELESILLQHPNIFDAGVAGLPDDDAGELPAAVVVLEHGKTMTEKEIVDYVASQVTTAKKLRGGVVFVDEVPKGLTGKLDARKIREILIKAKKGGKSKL
STAT3 activator: STAT3 signaling activation; U3A cells, IL-6 STAT3-luciferase reporter, luminescence; 100% = signal with IL-6 EC80 alone; activation (% of control), % at 5.6 µM; 190,000 compounds, 0.91% hits;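 active = activation above the screen-wide mean of compound activation plus 3 SD, cut at about 130% in these data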;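 also: 0% = background luminescence of wells with medium and substrate only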
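Material: human U3A cells carrying STAT3-luciferase construct. Measured by: reporter luminescence signal. Timing: compound 1 h, then IL-6 6 h at 37 °C.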
NF-kB neuron act: NF-kB expression increase, human neuronal cells | AID 1239 | 190,000 compounds, 1.6% hits | NF-kB reporter expression; active compounds read high | fold change at 12.5 µM; in the data active = fold change above about 3.3
RAM network inh: inhibitors of the yeast RAM network. 190,000 compounds, 1.8% hits. S. cerevisiae dse1pr::URA3 reporter, 5-FOA growth OD615, 2 d; analog-sensitive cbk1-as2 kinase mutant strain. inhibition, % at 50 µM. AID 868;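 active = inhibition above a set limit, 3 SD over mean compound inhibition, cut at about 8.4% in these data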;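 also: 0% = DMSO-only wells with no growth and 100% = 10 µM 1-NA-PP1 full growth; inhibition rescues growth on 5-FOA so higher OD means more RAM inhibition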
STAT1 blocker: reduces IFN-gamma driven STAT1 reporter signal; NIH 3T3 STAT1-luciferase reporter, luminescence; inhibition, % at 5.5 µM; 200,000 compounds, 0.35% hits; AID 920;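 active = inhibition above a set limit, the mean inhibition across all tested compounds plus 3 SD, cut at about 34% in these data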;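 also: 0% = IFN-gamma with DMSO and 100% = IFN-gamma with 300 µM nifuroxazide; values of inactives mirror those of a sister screen read the other way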
The depositor's hits bear a star; / = not tested or not shown.

SMILES	APP 5UTR inh	STAT3 inh	STAT1 activator	Hsp70 act	APP 5'UTR act	FLuc inh counter	STAT3 activator	NF-kB neuron act	RAM network inh	STAT1 blocker
O=C1c2ccccc2C(=O)N1CCCOCc1c[nH]c(=O)[nH]c1=O	0	4	81	-0.4	0	-5	100	0.88	1.0	19
CC(C)=NNc1nc(-c2ccccc2)cs1	-18	-22	118	-0.3	19	2	121	1.1	2.5	-20
CC(=O)N(CCP(=O)(c1ccccc1)c1ccccc1)Cc1ccco1	0	5	106	-0.3	0	-3	98	1.1	-0.2	-7
CC(=O)Nc1ccc2nc(SCC(=O)O)sc2c1	-16	2	97	0.2	16	-3	102	1.7	3.8	3
CN(C)CCn1c(=O)n(Cc2ccco2)c(=O)c2c3c(sc21)CCCCC3	8	-8	101	0.1	-8	-7	111	0.91	-0.7	-1
O=C(Cn1cc(C(F)(F)F)ccc1=O)Nc1cccc(S(=O)(=O)N2CCOCC2)c1	8	-10	109	-0.4	-8	-2	108	0.83	2.5	-10
C/C(=N/NC(=O)c1ccncc1)c1cc2ccc(O)cc2oc1=O	-9	-7	101	-0.3	9	-8	102	0.78	0.0	-1
C=CCn1c(CC#N)nnc1N1CCOCC1	-2	0	99	-0.3	2	-6	104	0.9	4.6	2
CCn1c(=O)c(-c2cc(=O)[nH][nH]2)c(O)c2ccccc21	-3	14	105	0.1	3	-4	98	1.2	-0.6	-6
O=C(NCc1ccccc1Cl)c1cnc2n(c1=O)CCS2	-1	7	93	-0.3	1	-7	98	0.95	1.1	7
Cc1nn(CC#N)c(=O)n1-c1ccc(F)cc1	-14	2	95	0.1	14	-8	103	1.1	1.7	5
Cc1ccc(S(=O)(=O)N(C)CC(=O)OCC(=O)N2CC(=O)Nc3ccccc32)cc1	-7	0	94	0.1	7	-8	107	1.1	0.3	4
CN(C)CCCN(Cc1ccccc1)C(=S)Nc1ccc(F)c(Cl)c1	-12	6	104	-0.2	12	-3	99	/	3.3	-6
COc1ccccc1NC(=S)N(Cc1ccc(C)cc1)Cc1ccccn1	-20	7	94	-0.1	20	2	95	1.2	-0.6	7
O=C1CCC(Cc2ccccc2)N1 (stereo not drawn)	5	5	104	-0.2	-5	-6	99	1.3	2.5	-3
CN(CC(=O)Nc1cccc2ccccc12)C(=O)/C=C/c1cccs1	-2	-6	105	-0.4	2	-1	107	0.97	1.9	-6
CC(C)C(O)(CC#CCN1CCCC1)c1ccccc1 (stereo not drawn)	-13	13	98	-0.1	13	-8	99	1.1	0.1	2
Clc1ccc2nc(CSc3nnc4ccccn34)cn2c1	-107	-2	141*	0.1	107	-2	105	3.1	1.2	-45
COc1ccc(C=Nc2cccc3ncccc23)cc1	-13	-7	100	-0.4	13	-1	109	1.6	0.5	-1
COc1cccc(OC)c1OCCCOc1cccc2cccnc12	-25	8	124	-0.1	25	32	100	1.1	0.9	-28
CC(C)CN(C(=O)CSc1nnc2ccccn12)c1c(N)n(CC(C)C)c(=O)[nH]c1=O	-3	-5	105	-0.2	3	0	102	1.2	0.0	-5
COc1cc2c(C(=O)NCCCN3CCN(c4cccc(Cl)c4)CC3)cn(C)c(=O)c2cc1OC	21	16	92	0.0	-21	-7	89	0.87	1.7	9
Cc1ccc(S(=O)(=O)NN2C(=O)/C(=C/c3ccccn3)SC2=S)cc1	11	2	99	-0.5	-11	-7	99	1	5.5	0
COc1ccc(CNC(=O)CN(c2cccc(OC)c2)S(C)(=O)=O)cc1	14	4	96	-0.2	-14	-3	99	1.1	0.5	4
CCSc1nnc(NC(=O)COc2ccccc2)s1	-15	15	100	-0.4	15	1	92	1.1	5.0	0

3 entries already listed, arranged by number of heavy atoms, lowest first.
SMILES	APP 5UTR inh	STAT3 inh	STAT1 activator	Hsp70 act	APP 5'UTR act	FLuc inh counter	STAT3 activator	NF-kB neuron act	RAM network inh	STAT1 blocker
C=CCn1c(CC#N)nnc1N1CCOCC1	-2	0	99	-0.3	2	-6	104	0.9	4.6	2
C/C(=N/NC(=O)c1ccncc1)c1cc2ccc(O)cc2oc1=O	-9	-7	101	-0.3	9	-8	102	0.78	0.0	-1
CN(C)CCCN(Cc1ccccc1)C(=S)Nc1ccc(F)c(Cl)c1	-12	6	104	-0.2	12	-3	99	/	3.3	-6

Remaining list, next part.
SMILES	APP 5UTR inh	STAT3 inh	STAT1 activator	Hsp70 act	APP 5'UTR act	FLuc inh counter	STAT3 activator	NF-kB neuron act	RAM network inh	STAT1 blocker
COc1ccc(C2CC(c3ccccc3)=NN2C(=O)COC(=O)CNC(=O)c2ccccc2)cc1 (stereo not drawn)	-24	-1	92	-0.5	24	-4	99	1.4	5.6	10
Cc1cc(CNC(=O)COc2ccc(F)cc2F)c2ccccc2n1	-40	14	83	-0.4	40	-2	90	1.1	0.6	17
N#Cc1cc2c(nc1SCc1ccccc1)CCCCC2	2	9	116	-0.2	-2	1	95	1.5	1.2	-17
Cc1onc(-c2ccccc2)c1C(=O)NCc1ccco1	10	3	104	-0.2	-10	-7	101	1.1	0.9	-4
c1ccc2cc(CN3CCOCC3)ccc2c1	-6	8	101	0.2	6	-7	92	1.1	3.2	-1
CCOC(=O)C1=C(C)N=C2SCCC(=O)N2C1c1ccc(OC)cc1 (stereo not drawn)	19	4	102	-0.4	-19	0	98	1.3	0.4	-2
Cc1cc(C)cc(NC(=O)CSc2nc3c(c(=O)[nH]2)CN(Cc2ccc(F)cc2)CC3)c1	-4	-6	96	-0.1	4	-6	101	0.86	0.1	4
COc1ccc(CCn2nnnc2C(CC(C)C)N2CCN(c3ncccn3)CC2)cc1OC (stereo not drawn)	-4	0	100	-0.1	4	-4	102	1.1	2.9	0
COCCNC(=O)Cn1cnc2c1c(=O)n(C)c(=O)n2C	-3	-2	105	-0.3	3	-5	102	1	1.4	-2
Clc1ccccc1-c1nnc2sc(-c3ccccn3)nn12	11	5	95	-0.5	-11	-3	99	1.2	3.4	6
Cc1cc(OCC(=O)Nc2ccc(OCc3ccccc3)cc2)nc(C(C)C)n1	/	-3	91	-0.3	/	-5	101	1.1	1.5	10
CCc1c(C(=O)Nc2ccc(S(=O)(=O)N3CCOCC3)cc2)csc1C	-2	4	98	-0.4	2	-4	98	0.9	1.9	3
CC(=O)Nc1nc2n(n1)C(c1ccc(F)cc1)C=C(c1ccccc1)N2 (stereo not drawn)	-4	-4	102	-0.5	4	-1	106	0.89	5.8	-2
COc1ccc(-c2cc(C(=O)N3CC4(C)CC3CC(C)(C)C4)no2)cc1 (stereo not drawn)	2	-7	105	-0.2	-2	-4	113	1.6	0.8	-5
CN(C)S(=O)(=O)c1ccc(-c2ccccc2)cc1	-4	-5	101	-0.1	4	-9	106	1.5	-0.3	-1
O=C(CCc1c[nH]c2ccccc12)NCC(=O)Nc1ccc(F)c(F)c1F	-4	-3	100	-0.3	4	-9	107	1.3	1.2	-1
COc1cccc(/C=C/C(=O)OCC(=O)Nc2cccc(S(=O)(=O)N(C)C)c2)c1	0	10	102	-0.2	0	5	102	1.2	8.1	-2
O=C(NCc1cccnc1)/C(=C/c1ccc(-c2ccc(Cl)cc2)o1)S(=O)(=O)c1ccccc1	-10	0	77	2.9	9	5	106	0.25	0.8	25
CC(C)[C@H](NS(=O)(=O)c1cccc(C(F)(F)F)c1)C(=O)OCC(N)=O	-6	7	98	-0.5	6	-2	98	1.1	2.3	0
CCCCN(c1ccc(C(=O)OC)cc1)S(=O)(=O)c1ccccc1	3	1	99	-0.3	-3	-4	100	1.3	2.0	0
COc1ccc(C(=O)NNC(=O)c2cc(C)[nH]n2)cc1	-8	8	105	-0.1	8	-4	94	1.1	2.4	-7
COc1ccccc1CN1C(=O)CCC1(C)C(=O)NCc1cccnc1 (stereo not drawn)	-5	6	97	-0.3	5	-1	100	1	-1.1	4
O=C(C1CCN(S(=O)(=O)N2CCOCC2)CC1)N1CCN(c2ccc(F)cc2)CC1	7	10	85	0.2	-7	-4	94	1.1	0.2	15
COc1ccccc1NC(=O)N1CCn2c(nc3ccccc32)C1	5	9	103	-0.3	-5	-2	95	1.1	-0.4	-4
Cc1ccc(N=c2c([N+](=O)[O-])nn(-c3ccc4c(c3)OCCO4)n2O)c(Cl)c1	-14	49*	71	-0.2	14	1	62	0.7	2.2	30

Compounds above that have an NH in an aromatic ring (six):
SMILES	APP 5UTR inh	STAT3 inh	STAT1 activator	Hsp70 act	APP 5'UTR act	FLuc inh counter	STAT3 activator	NF-kB neuron act	RAM network inh	STAT1 blocker
O=C1c2ccccc2C(=O)N1CCCOCc1c[nH]c(=O)[nH]c1=O	0	4	81	-0.4	0	-5	100	0.88	1.0	19
CCn1c(=O)c(-c2cc(=O)[nH][nH]2)c(O)c2ccccc21	-3	14	105	0.1	3	-4	98	1.2	-0.6	-6
CC(C)CN(C(=O)CSc1nnc2ccccn12)c1c(N)n(CC(C)C)c(=O)[nH]c1=O	-3	-5	105	-0.2	3	0	102	1.2	0.0	-5
Cc1cc(C)cc(NC(=O)CSc2nc3c(c(=O)[nH]2)CN(Cc2ccc(F)cc2)CC3)c1	-4	-6	96	-0.1	4	-6	101	0.86	0.1	4
O=C(CCc1c[nH]c2ccccc12)NCC(=O)Nc1ccc(F)c(F)c1F	-4	-3	100	-0.3	4	-9	107	1.3	1.2	-1
COc1ccc(C(=O)NNC(=O)c2cc(C)[nH]n2)cc1	-8	8	105	-0.1	8	-4	94	1.1	2.4	-7

Next part.
SMILES	APP 5UTR inh	STAT3 inh	STAT1 activator	Hsp70 act	APP 5'UTR act	FLuc inh counter	STAT3 activator	NF-kB neuron act	RAM network inh	STAT1 blocker
CC(=O)c1sc(NC(=O)c2ccco2)nc1-c1ccccc1	-28	6	105	0.1	28	47	102	1.7	2.8	-5
CCOCCn1c(CN2CCC(Cc3ccccc3)CC2)nc2c1c(=O)n(C)c(=O)n2C	-10	4	90	-0.1	10	0	99	/	/	11
Cc1ccc(NC(NC(=O)OCCn2c([N+](=O)[O-])cnc2C)C(Cl)(Cl)Cl)cc1 (stereo not drawn)	-8	-4	104	-0.2	8	-6	102	1.1	2.8	-5
CCC(C)NC(=O)c1cc(Sc2nnc(C)s2)nc2ccccc12 (stereo not drawn)	8	-8	91	-0.4	-8	-2	107	1.6	-0.6	10
CCN(CC)CCCC1(CN)OCCc2ccccc21 (stereo not drawn)	-4	-9	100	-0.1	4	-4	110	1.1	1.2	0
CC(Oc1ccc(Cl)cc1Cl)C(=O)NNC(=O)C(=O)N1CCCCC1 (stereo not drawn)	-16	-11	106	-0.3	16	-6	107	1.3	0.3	-7
CCOc1ccccc1C1C(C(N)=O)=C(C)Nc2nc(-c3ccc(OC)cc3)nn21 (stereo not drawn)	2	-1	107	-0.1	-2	-6	105	1.1	0.7	-8
CCn1ncc(/C=N\NC(=O)COc2cc(C)cc(C)c2)c1C	3	-2	102	-0.4	-3	-3	104	1.2	1.9	-2
